Cardio protect: protects H9c2 cardiomyocytes from peroxide injury. H2O2 injury protection, ATPLite, 2 h. protection from H2O2 cell death, % at 20 µM. 360,000 tested, 0.63% active. AID 588492;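 active = compounds giving at least 50% protection of heart cells from peroxide-induced death in the single-dose screen, raw or plate-pattern-corrected value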;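 note: 0% = DMSO wells with peroxide and 100% = DMSO wells without peroxide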
N-glyco inh: blocks N-linked glycosylation in D54 reporter cells. D54 ERlucT glycosylation luciferase reporter, 24 h; percent of 100 nM tunicamycin response. reporter increase, % at 12.5 µM. 360,000 tested, 0.23% active. AID 588692;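 active = mean luciferase reporter signal, scaled so untreated is 0 and the glycosylation-blocking control 100, at or above a set limit in every replicate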;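 note: luciferase carries N-glycosylation sites so blocking glycosylation raises the light; 0% = median of neutral control wells and 100% = median of 100 nM tunicamycin wells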
Exocytosis inh: blocks lytic granule exocytosis; TALL-104 LAMP-1 surface exposure, flow cytometry; cells stimulated with thapsigargin and PMA; inhibition, % at 10 µM; 360,000 tested, 0.66% active; AID 651702;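 active = inhibition above about 55%, limit read from the data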
MC4R barr agon: human MC4R agonism via beta-arrestin | activation, % at 8.9 µM | U2OS MC4R beta-arrestin complementation, luminescence; percent of melanotan II response, DMSO zero | 360,000 tested, 0.98% active;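 active = activation above a per-plate cutoff, the mean activation of sample wells on that plate plus 3 SD, cut at about 8% in these data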
Target sequence (P32245 whole entry, looked up): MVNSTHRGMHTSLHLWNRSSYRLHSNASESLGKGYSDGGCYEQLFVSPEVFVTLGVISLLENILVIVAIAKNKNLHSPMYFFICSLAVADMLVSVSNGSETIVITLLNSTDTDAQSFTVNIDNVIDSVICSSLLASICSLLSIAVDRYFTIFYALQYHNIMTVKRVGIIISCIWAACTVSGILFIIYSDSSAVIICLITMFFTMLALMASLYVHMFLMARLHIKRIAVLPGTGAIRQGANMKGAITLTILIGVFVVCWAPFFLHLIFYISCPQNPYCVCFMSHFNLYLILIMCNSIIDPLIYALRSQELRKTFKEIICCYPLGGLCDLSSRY
ABCB6 inh MLPCN: inhibitors of human ABC transporter ABCB6; Q9NP58; K562-ABCB6 porphyrin accumulation, flow cytometry, 1 h; hits give low values; fluorescence ratio to DMSO, % at 10 µM; 360,000 tested, 0.19% active; AID 602162;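 active = fluorescence ratio to DMSO below 75%, the collection mean minus 3 SD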;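 note: signal is porphyrin accumulated inside mitochondria; 100% equals median channel fluorescence of DMSO control wells; lower ratio means ABCB6 inhibition with less porphyrin fluorescence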
PDI turbidity: inhibitors of human protein disulfide isomerase. PDI insulin aggregation turbidity, A650, 90 min. AID 588391. inhibition, % at 10 µM. 350,000 tested, 0.052% active;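 active = mean inhibition across replicates of 30% or more, whatever share of single replicates reach that level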;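 note: absorbance from insulin aggregation driven by PDI reduction with DTT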
m5-HT2A agonist: agonists of mouse serotonin 5-HT2A receptor (HTR2A); P35363; CHO-K1 mHTR2A beta-arrestin complementation, luminescence; percent of 30 µM serotonin response; activation, % at 7.6 µM; 360,000 tested, 0.66% active;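 active = activation above a run cutoff, the mean activation of all tested compounds plus 3 SD, cut at about 14% in these data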;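 note: 0% = plate median of compound wells and 100% = 30 µM serotonin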
Target sequence (P35363 whole entry, looked up): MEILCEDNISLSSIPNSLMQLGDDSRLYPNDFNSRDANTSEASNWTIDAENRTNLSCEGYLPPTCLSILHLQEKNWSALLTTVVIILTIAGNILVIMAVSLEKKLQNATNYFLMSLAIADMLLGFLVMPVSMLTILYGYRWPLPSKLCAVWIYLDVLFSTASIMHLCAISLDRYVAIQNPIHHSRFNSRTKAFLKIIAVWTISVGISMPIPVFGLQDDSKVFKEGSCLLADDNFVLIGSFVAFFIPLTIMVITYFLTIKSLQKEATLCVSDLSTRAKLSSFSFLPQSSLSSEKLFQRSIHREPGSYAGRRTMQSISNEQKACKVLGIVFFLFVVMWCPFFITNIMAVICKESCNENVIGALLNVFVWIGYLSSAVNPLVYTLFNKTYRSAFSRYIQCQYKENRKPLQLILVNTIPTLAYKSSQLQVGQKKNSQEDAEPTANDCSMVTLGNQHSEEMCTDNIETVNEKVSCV
ABHD5 PLIN5 PPI: blocks binding of human ABHD5 to perilipin-5; Split G. princeps luciferase complementation, luminescence, 4 h; Q00G26+Q8WTS1; AID 602281; inhibition, % at 4 µM; 360,000 tested, 0.78% active;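 active = inhibition above the mean inhibition across every tested compound plus 3 SD, cut at about 22% in these data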;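 note: 0% = DMSO only wells and the 100% control is not disclosed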
MC4R antagonist: blocks human MC4R cAMP signaling. P32245. MC4R-expressing cells, MTII-stimulated cAMP, LANCE TR-FRET. inhibition, % at 6.5 µM. 360,000 tested, 0.48% active. AID 540295;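 active = inhibition above its plate's cutoff, the mean of tested wells on that plate plus 3 SD, cut at about 29% in these data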;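 note: 0% = Melanotan II alone and 100% = Melanotan II plus saturating MCL0020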
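system = U2OS cells with stable human MC4R expression | also added = Melanotan II challenge after compound preincubation | dosing = one concentration, 6.5 µM nominal | incubation = compound 30 min, challenge 1 h, detection 1 h | measured by = TR-FRET with Eu-cAMP and labeled anti-cAMP, 671 nm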
CaV13 FRET inh: Primary screen for inhibitors of IQ motif and Ca2+-dependent inactivation inhibitor domain binding in CACNA1D, Förster resonance energy transfer in living cells, …; inhibition, % at 12.3 µM; 340,000 tested, 0.098% active; HEK cells, CFP/YFP FRET ICDI-IQ, plate reader, 10 min; percent FRET-ratio fall versus neutral wells;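 active = mean replicate inhibition of at least 30% and at least 1% of replicates passing that level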;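 note: 0% = median of the neutral control wells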
* marks the source's active call; other numbers are inactive results; . = no result given.

molecule | Cardio protect | N-glyco inh | Exocytosis inh | MC4R barr agon | ABCB6 inh MLPCN | PDI turbidity | m5-HT2A agonist | ABHD5 PLIN5 PPI | MC4R antagonist | CaV13 FRET inh
CC(=O)c1ccc(NC(=O)c2noc(C)c2[N+](=O)[O-])cc1 | -5 | 5 | -1 | -4.5 | 98 | -4 | 3 | 6 | -4 | -1
CC(NS(=O)(=O)c1ccccc1)C(c1cccs1)N1CCN(C)CC1 (centres undefined) | 6 | -1 | 4 | -2.6 | 100 | 0 | -1 | 1 | 8 | -4
Clc1ccc(-c2ccc(C=Nc3ccc(N4CCOCC4)cc3)o2)c(Cl)c1 | 2 | 3 | 22 | 1.5 | 110 | -1 | 2 | -22 | 14 | 7
CN1CCN(C(=O)CCC(=O)c2ccc(F)cc2)CC1 | -4 | 1 | 0 | -0.1 | 99 | 8 | -2 | 8 | 4 | -1
CCC(CC)C(=O)Nc1cccc(C(=O)NCc2ccco2)c1 | 0 | 0 | -1 | -1.1 | 104 | 7 | 0 | 25* | 4 | .
CCn1c(C)nc2cc(C(=O)N/N=C/c3ccc(N4CCOCC4)cc3)ccc21 | 12 | -4 | 22 | -0.3 | 109 | 2 | 0 | 2 | 11 | -38
Cc1ccc(/C=C/C(=O)Nc2ccc(S(=O)(=O)Nc3cc(C)nc(C)n3)cc2)cc1 | -1 | 2 | -7 | 1.1 | 106 | 6 | -3 | -2 | -3 | -6
O=C(CN1CCC(c2nc3ccccc3s2)CC1)N1CCCCC1 | 4 | -2 | 0 | -1.7 | 104 | -5 | -2 | 5 | 2 | -3
CCOC(=O)c1cc(S(=O)(=O)N2CCN(c3ccccc3OC)CC2)cn1C | -3 | 2 | 0 | -2.5 | 99 | 1 | 5 | 0 | 4 | -14
COC(=O)c1[nH]c2cc(OC)c(OC)cc2c1NC(=O)CN1C[C@H]2C[C@@H](C1)c1cccc(=O)n1C2 | 5 | 0 | 0 | -1.2 | 101 | . | -2 | -2 | 10 | .
C=CCn1c2ccccc2c2nnc(SCCN3CCCCC3)nc21 | 4 | -3 | 18 | -0.7 | 100 | 2 | -7 | 5 | 4 | -2
CCOc1cc(/C=C2\C(=O)N(CCc3ccc(OC)c(OC)c3)C(C)=C2C(=O)OC)ccc1O | 22 | 0 | -2 | -1.7 | 95 | -4 | -1 | 21 | 12 | -6
CC(C)(C)c1ccc(CC(=O)N2CCC2(C)C(=O)NCc2ccc3c(c2)OCO3)cc1 (centres undefined) | -6 | 2 | 1 | -0.5 | 101 | -63 | -6 | -1 | -3 | -6
COc1ccccc1N(Cc1ccccc1)S(=O)(=O)c1cccc(C(=O)O)c1 | 3 | 1 | -4 | -0.4 | 104 | 1 | 7 | 5 | 7 | -5
COc1cc(C(C)=O)ccc1Oc1cnccn1 | 13 | 3 | -1 | -1.2 | 91 | 6 | 3 | 3 | -1 | -5
Cc1ccc(S(=O)(=O)Nc2ccccc2N2CCCCC2)cc1 | -23 | -8 | -9 | 6.4 | 99 | -3 | 0 | -2 | 4 | -5
CC1CN(C(=O)NCc2ccccc2)c2cc(Cl)ccc2O1 (centres undefined) | -2 | 0 | -6 | -1.1 | 98 | -6 | -1 | -6 | 3 | -21
O=C(O)CN1C(=O)/C(=C\c2cc([N+](=O)[O-])ccc2OCc2ccccc2Cl)SC1=S | -1 | 2 | 1 | -2.6 | 100 | 10 | -5 | -13 | -3 | -3
CCN(CC)S(=O)(=O)c1ccc2[nH]c(=O)cc(C(=O)NCC(c3ccco3)N3CCCC3)c2c1 (centres undefined) | -6 | 0 | 3 | -5.0 | 98 | -5 | 6 | -5 | 6 | -7
COc1ccc(CN2C(=O)c3cccnc3C2O)cc1 (centres undefined) | -1 | 0 | 1 | -1.5 | 102 | 2 | 2 | 6 | 13 | -5
Cc1ccc(OCC(=O)N/N=C\c2c(C)n(C)c3ccccc23)c([N+](=O)[O-])c1 | 24 | 17 | -4 | -2.2 | 101 | 2 | 3 | 3 | -28 | .
O=C1CCC(=O)N1CC(=O)N(c1ccccc1)c1ccccc1 | 5 | 1 | 0 | -0.7 | 100 | -14 | 3 | 3 | 4 | -1
COCCNC(=O)c1ccccc1-c1ccccc1C(=O)O | 5 | 0 | 0 | -1.3 | 100 | -5 | 3 | -1 | 1 | -5
Cc1nnc(SCC(=O)Nc2nc3ccccc3s2)n(N)c1=O | 0 | 0 | 0 | -3.0 | 99 | -4 | -2 | 0 | 1 | -3
COc1cccc(NC(=O)C2CCC2)c1 | 0 | 1 | -4 | -0.9 | 100 | -2 | 4 | -1 | 4 | -8
CC(=O)Nc1cccc(-c2nnc3n2CC(C)S3)c1 (centres undefined) | 1 | 1 | 3 | 2.7 | 89 | 4 | 1 | -3 | 20 | -9
O=C(CN1CCN(S(=O)(=O)c2ccc(F)cc2)CC1)NC1CCCC1 | 3 | 2 | 1 | -1.0 | 109 | 2 | 8 | -4 | 4 | -5
COc1ccccc1N(CC(=O)Nc1ccc(F)c(F)c1)S(C)(=O)=O | -1 | 1 | 8 | -2.0 | 92 | 6 | -3 | -3 | -1 | .
COCCN(CCOC)S(=O)(=O)c1ccc(Cl)nc1 | -1 | 2 | -1 | -1.6 | 98 | -7 | 6 | 1 | 8 | -5
O=C(NCCN1CCOCC1)c1cccc(S(=O)(=O)Nc2ccc(Br)cc2)c1 | -5 | 1 | 7 | -0.4 | 92 | -5 | -5 | -4 | 10 | -5
Cc1cc(S(=O)(=O)NCC(=O)O)ccc1F | -8 | 2 | -2 | -0.2 | 93 | 11 | -1 | 2 | 8 | -6
CCN(Cc1ccncc1)C(=O)c1ccccc1NS(=O)(=O)c1ccc(F)cc1 | -8 | 1 | -4 | -1.4 | 92 | -4 | 1 | -2 | 7 | -6
CCCCC(=O)/C=C/n1c(=S)oc2ccccc21 | -26 | 15 | 12 | 0.4 | 89 | -7 | 1 | 16 | 8 | -18
COc1ccc(NC(=O)c2cc(C3CCCCN3C(=O)Cc3ccc(N(C)C)cc3)on2)c(C)c1 (centres undefined) | 0 | -1 | -2 | 1.0 | 98 | 0 | 0 | -2 | 7 | -10
CCCCN(C(=O)c1cc2c(s1)CCC2)c1c(N)n(CC(C)C)c(=O)[nH]c1=O | -2 | -1 | 3 | -0.6 | 97 | -10 | 6 | 7 | -2 | -3
O=NC1=C(c2c(O)[nH]c3ccccc23)CCCC1 | 13 | 4 | 2 | -1.8 | 101 | 10 | 1 | -1 | 3 | -10

(continued)
Every second line gives: Cardio protect | N-glyco inh | Exocytosis inh | MC4R barr agon | ABCB6 inh MLPCN | PDI turbidity | m5-HT2A agonist | ABHD5 PLIN5 PPI | MC4R antagonist | CaV13 FRET inh
> CCCCc1c(Cc2ccccc2)ncn1CCc1ccccc1OC
→ . | . | 40 | . | 117 | . | -1 | 8 | . | -6
> N#Cc1ccccc1OCC(=O)Nc1ccc(N2CCOCC2)cc1N1CCOCC1
→ 8 | 2 | 0 | -3.0 | 103 | 2 | -1 | 3 | 12 | -5
> CC(=O)Nc1cc(C(=O)N2CCN(C)CC2)ccc1Sc1ccc(C)cc1
→ 2 | -2 | -6 | -0.5 | 100 | -4 | -3 | -1 | 14 | -6
> c1ccc(CO/N=C(\c2ccc(C3CC3)nc2)C2CC2)cc1
→ -6 | -6 | 0 | 2.9 | 85 | -10 | -4 | -5 | -3 | 4
> COc1cc(NC(=S)NC(C)=O)ccc1NC(=O)C(C)C
→ -2 | 3 | -1 | 0.9 | 95 | 8 | 7 | -4 | 0 | -2
> Cc1c(N=O)c(-c2ccccc2)n(O)[n+]1[O-]
→ 3 | 0 | -6 | -1.8 | 99 | 9 | 0 | -2 | 18 | -6
> CN(C)S(=O)(=O)c1cccc(C(=O)N2CCN(Cc3ccccc3)CC2)c1
→ -1 | -2 | 11 | -0.6 | 101 | -6 | 5 | 6 | 6 | -3
> Cc1nc2scc(C)n2c(=O)c1S(=O)(=O)NCc1ccccc1Cl
→ -1 | 1 | 5 | -3.6 | 96 | 13 | 3 | 0 | -1 | -16
> Nc1ccc(Nc2ccccc2)c(S(=O)(=O)O)c1
→ 2 | 2 | 2 | 0.5 | 100 | 7 | 1 | 5 | -6 | -2
> Cc1ccc2[nH]c(C)c(CCNC(=O)C3CCCCC3C(=O)OCC(F)(F)F)c2c1 (centres undefined)
→ -1 | -1 | 3 | -0.7 | 98 | -1 | 2 | 0 | 9 | -3
> CCn1c(=O)c(C(=O)NCc2ccccc2Cl)c(O)c2ccccc21
→ 41 | 0 | -2 | -0.1 | 95 | 0 | 1 | -3 | 2 | -20
> CCN(CC)C(=O)c1cccc(-c2csc(C(C)(O)c3ccccc3)n2)c1 (centres undefined)
→ -6 | -3 | 1 | -0.6 | 98 | 4 | 1 | -4 | 3 | -5
> CC(=O)Nc1ccc(NC(=O)C2CCCN2C(=O)Nc2ccc(F)c([N+](=O)[O-])c2)cc1 (centres undefined)
→ -2 | -1 | 0 | -0.2 | 102 | -5 | 3 | -6 | 19 | -5
> CC1(C(=O)Nc2ccc3c(c2)OCCO3)CN(S(C)(=O)=O)CC(=O)N1CCCn1ccnc1 (centres undefined)
→ . | . | 8 | . | . | . | 2 | 2 | . | -6
